# Compound activity as filed in PubChem BioAssay.
# mcGAS MS inh: blocks mouse cGAS cGAMP production | Q8C6L5 | recombinant mouse cGAS, cGAMP by RapidFire MS | AID 1259397 | 130,000 compounds, 0.18% hits | inhibition, % at 12.5 µM;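 active means inhibition of cGAS enzyme activity at or above 60%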;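 further: enzyme stimulated by 45 bp dsDNA with ATP and GTP substrates; cGAMP share of summed cGAMP plus half ATP and half GTP signals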
# Target sequence (Q8C6L5 whole entry, looked up): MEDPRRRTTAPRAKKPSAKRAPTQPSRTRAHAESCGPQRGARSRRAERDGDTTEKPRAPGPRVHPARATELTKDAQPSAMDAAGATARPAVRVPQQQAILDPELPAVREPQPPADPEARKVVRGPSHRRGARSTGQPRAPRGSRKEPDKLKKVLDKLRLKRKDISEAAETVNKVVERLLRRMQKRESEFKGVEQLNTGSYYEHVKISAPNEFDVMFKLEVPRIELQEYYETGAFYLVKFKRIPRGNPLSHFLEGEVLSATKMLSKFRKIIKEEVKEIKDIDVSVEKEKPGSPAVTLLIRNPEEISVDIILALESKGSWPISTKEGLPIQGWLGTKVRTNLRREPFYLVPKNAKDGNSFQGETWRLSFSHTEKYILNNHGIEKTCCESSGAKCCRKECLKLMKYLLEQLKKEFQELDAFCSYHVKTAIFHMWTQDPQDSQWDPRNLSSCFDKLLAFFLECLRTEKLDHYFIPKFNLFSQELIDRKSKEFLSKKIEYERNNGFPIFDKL
# * hit, by the source's call. A portion of the library (hit frequency here may not be typical).
# Start of the listing, in advance (3 entries):
mcGAS MS inh | structure
-3.9 | CCC(CC)NCc1cccnc1Oc1ccccc1
-4.1 | CCOC(=O)C1(CCCc2ccccc2)CCCN(C(=O)c2cccnc2C)C1 (centres undefined)
0.9 | CNC(=O)c1ccc(NC(=O)N(C)C(C)c2ccccc2Cl)c(C)c1 (centres undefined)

# The list itself, from the start:
mcGAS MS inh | structure
-3.9 | CCC(CC)NCc1cccnc1Oc1ccccc1
-4.1 | CCOC(=O)C1(CCCc2ccccc2)CCCN(C(=O)c2cccnc2C)C1 (centres undefined)
0.9 | CNC(=O)c1ccc(NC(=O)N(C)C(C)c2ccccc2Cl)c(C)c1 (centres undefined)
-6.9 | CN(Cc1nc2c(s1)CCCC2)CC(O)c1ccc(C#N)cc1 (centres undefined)
-17.1 | CCC[n+]1ccc2ccccc2c1Cc1ccccc1
-1.8 | CN(Cc1ccc2nonc2c1)C(=O)c1cc(COc2ccc(F)cc2Cl)on1
0.1 | COc1ccc(NC2=NCCC2)cc1
-10.3 | N#CCSc1nnnn1Cc1ccco1
3.1 | CCCCCn1c(CN2CC(C)OC(C)C2)nc2c1c(=O)n(C)c(=O)n2C (centres undefined)
-7.1 | CCOCCCN1C(=S)NC(c2c(F)cccc2F)C(C(=O)Nc2cc(C)on2)=C1C (centres undefined)
2.1 | O=C1Cc2ccccc2C1SC1=NCCS1 (centres undefined)
-1.4 | O=C1C2C3c4ccccc4C(c4ccccc43)C2C(=O)N1c1ccc2ccccc2c1 (centres undefined)
17.9 | O=C(C=C1SC(=O)NC1=O)Nc1nccs1
-7.6 | Cc1ccccc1CCN1CCCC(CN(C)C(=O)Cc2ccsc2)C1 (centres undefined)
-1.8 | CCN1CCCCC1C(=O)N(C)CC1CCN(CCc2ccccc2F)CC1 (centres undefined)
-8.0 | CCNS(=O)(=O)c1ccc(C)c(C(=O)N2c3ccccc3CC2C)c1 (centres undefined)
7.4 | COC(=O)c1cc(-c2cc3ccccc3o2)on1
-5.7 | O=C(CSc1c(-c2ccccc2)[nH]c2ccccc12)N1CCCC1
-11.9 | CCCN(CC(=O)Nc1cc(Cl)ccc1Cl)C(=O)Cc1ccc(C)cc1
-5.3 | C1CC2CC1CN2c1nc(C2CC2)no1 (centres undefined)
-2.0 | CC(C)c1ccc(C2NC(=O)C(O)=C2C(=O)c2cccs2)cc1 (centres undefined)
-1.1 | COCCNC(=O)C1(C)CCCN(Cc2cccn2C)C1 (centres undefined)
15.7 | Cc1ccc(-c2cn(-c3ccccc3)c(SCC(N)=O)n2)cc1C
-2.8 | Cc1nc(-n2nc(-c3ccco3)cc2NC(=O)c2c(F)cccc2F)[nH]c(=O)c1C
-0.1 | O=C(CSc1nc(=O)n2cc(Cl)ccc2n1)Nc1ccc(OC(F)(F)F)cc1
-32.9 | COc1ccc(C)cc1-n1cnnc1C1CCCN(C)C1 (centres undefined)
-21.5 | CC(C)C(C(=O)NC(C)C1CC1)n1cnc2cc(F)c(F)cc21 (centres undefined)
5.0 | O=C(O)CCCCC1CCSS1 (centres undefined)
-3.6 | CN(C)S(=O)(=O)N1CCC(CO)(CCc2ccccc2)CC1
8.2 | CC1CCN(C(=O)C(C)OC(=O)c2ccc(NC(=O)CC#N)cc2)CC1 (centres undefined)
1.4 | CCOC(=O)[C@@H](NC(=O)c1ccc[nH]c1=O)C(C)(C)C
-16.3 | CCCn1ccc2c(nnc3c(-c4ccc(F)cc4)c(COC)nn32)c1=O
0.3 | NCC(=O)Nc1ccccc1-c1csc2ccccc12
-11.7 | CCOCCCN1CN(CCc2ccccc2)CNC1=S
-12.6 | CN(Cc1ccc(C#N)cc1)c1ccc2nnc(CC(F)(F)F)n2n1
-19.3 | COc1ccc(CN2CCN(c3ccc(C)nn3)CC2)cc1Cn1cccn1
-28.1 | Cc1nc2c(c(=O)n1C)CCN(C(=O)C1CCOC(C)(C)C1)CC2 (centres undefined)
1.3 | CCOC(=O)C(C(=O)OCC)C(N)=NNC(=O)C(C)C
1.3 | CSc1nc(O)c(C(c2ccccn2)c2c(O)nc(SC)[nH]c2=O)c(=O)[nH]1
-7.5 | CCN(Cc1nc2c([nH]1)c(=O)n(C)c(=O)n2C)c1ccccc1
-1.1 | CN(Cc1ccc(F)cc1F)Cn1c(-c2ccccn2)csc1=O
-30.0 | O=C1CC2(CCN(C(=O)CCSCc3ccc(F)cc3)CC2)CN1
1.6 | CC1Oc2ccccc2OC1C(=O)N(C)CCCC(=O)O (centres undefined)
-8.5 | Cc1ccccc1CN1CCN(C(=O)c2cncn2-c2ccccc2)CC1
2.3 | Cc1cc2c(=O)n(C)c(SCC(=O)Nc3ccc(N(C)C)cc3)nc2s1
-8.2 | O=C(c1ccc(S(=O)(=O)N2CCCC2)cc1)N1CCN=C1SCc1ccc(C(F)(F)F)cc1
-4.6 | C#CCN(C)c1cc(OC)c(OC)c(OC)c1
-5.4 | CC(=O)CCC1(c2ccccc2)NC(=O)NC1=O (centres undefined)
5.6 | COC(=O)[C@H]1C[C@@H](O)CCN1Cc1ccc(Sc2ncn[nH]2)o1
-6.7 | CC1CCCCC1OCCNC(=O)Nc1ccc(CN2CCN(C)CC2)cc1 (centres undefined)
-2.3 | COCC(C)NCc1cccc(-c2cn[nH]c2)c1 (centres undefined)
-5.9 | CC(C)CN1C(=O)c2ccccc2[C@H](C(=O)N2CCC3(CC2)C(=O)NCN3c2ccccc2)[C@@H]1c1ccoc1
2.1 | O=C(Nc1cnn(-c2ncccn2)c1)N1CCCCCCC1
-13.1 | Cc1ccnc(CC(C)N(C)C(=O)c2cccc(=O)[nH]2)c1 (centres undefined)
-9.9 | CCOC(=O)c1c(NC(=O)c2ccc3c(c2)OCO3)sc(C(=O)Nc2ccccc2OC)c1C
7.7 | c1ccc(-n2nc(C3CC3)nc2C2CCCCn3nnnc32)cc1 (centres undefined)
-0.1 | O=C1c2cccc3cccc(c23)N1CO
2.2 | O=C(c1scc2c1OCCO2)N1CCc2c([nH]c3ccccc23)C1c1ccccn1 (centres undefined)
-11.5 | CCn1nc(C(C)C)cc1C(=O)N1CCC(O)(CN(C)C)C1 (centres undefined)
-8.4 | Brc1ccc(C2=Nc3ncnn3C(c3cccc4ccccc34)C2)cc1 (centres undefined)

# Going on with the list:
mcGAS MS inh | structure
-27.8 | Cc1ccc(-n2nc3c([n+]2[O-])CCc2nonc2-3)cc1
-9.2 | COc1ccc(C2CC(c3ccccc3O)=NN2)cc1 (centres undefined)
-4.1 | O=C(NNC(=O)c1cccn(Cc2cccc(F)c2)c1=O)Nc1ccc(F)cc1
-1.9 | CCOC(=O)c1c(NC(=O)c2ccc3c(c2)OCO3)sc(C(=O)Nc2ccc(OC)cc2OC)c1C
-9.1 | CN(C)c1ccc(CNC(=O)CN2CCC(c3nc4ccccc4s3)CC2)cc1
-4.1 | Cc1ccsc1C(=O)N1CCCC(C(=O)c2cccc(Cl)c2)C1 (centres undefined)
-5.1 | Cc1cccc(C)c1OC1CN(C(=O)CSc2nnc(N)s2)C1
-1.8 | Cc1cc(C(=O)Nc2ccc(OCC3CCOCC3)cc2)n[nH]1
-11.6 | COCC(NC(=O)Cc1ccc(-n2cccc2)cc1)C(C)C (centres undefined)
-6.8 | Cc1ccc(OCc2cc(C(=O)N(C)CC3Cc4ccccc4O3)no2)cn1 (centres undefined)
-17.3 | CCCC1COCCN1C(=O)CN1CCN(c2ncccn2)CC1 (centres undefined)
-11.7 | Cc1cn2c3c(=O)[nH]c(=O)n(C)c3nc2n1C1CCCCC1
-0.2 | CCOCCn1c(N2CCN(C)CC2)nc2c1c(=O)[nH]c(=O)n2C
-4.4 | O=C(CCC1CCN(Cc2cccc(Oc3ccccc3)c2)CC1)N1CCCC1
-9.7 | CC(NC(=O)N1CCSC(C)(C)C1)c1cccc(-n2cncn2)c1 (centres undefined)
-14.3 | Cc1nn(C(C)C)c(C)c1-c1c(-c2ccccc2)ncn1Cc1cccnc1
-26.8 | CN1CCCn2nc(C(=O)NCCN3CCC(c4ccccc4)C3)cc2C1 (centres undefined)
-0.6 | N#CC(C(=O)CCCOc1cccc(Cl)c1Cl)c1ccccn1 (centres undefined)
-4.1 | N#CC(C(N)=O)=C1N=C(N)c2ccccc21
-4.0 | C[C@@H]1CN(Cc2nc(Cc3ccccc3Cl)no2)C[C@H](C)O1
5.3 | Cc1cc(C(=O)CN2C(=O)C(=O)N(CCC3=CCCCC3)C2=O)c(C)n1Cc1ccco1
-3.6 | CN1CCN(NC(=O)CSc2nc3c(c(C(F)(F)F)n2)CCc2ccccc2-3)CC1
-5.5 | COc1cccc(CSc2nnc(C)n2C2CCCCC2)c1
-3.5 | O=C(CC1C(=O)NCCN1Cc1ccccc1)NCCN1CCCCC1=O (centres undefined)
-8.0 | Cc1nc(C2CCCN(S(=O)(=O)c3ccccc3Cl)C2)n[nH]1 (centres undefined)
4.8 | CC(C)Cc1ccc(C(C)C(=O)NCCO)cc1 (centres undefined)
98.2* | CCOCCOC(=O)C1=C(C)N(CC)C(=O)NC1c1ccc([N+](=O)[O-])cc1 (centres undefined)
-9.4 | CCCOc1ccc2cc(C(=O)O)ccc2c1Cl
-4.9 | O=C(O)c1ccccc1CN1CCN(C23CC4CC(CC(C4)C2)C3)CC1
15.0 | COc1coc(C(=O)Nc2nc3ccccc3s2)cc1=O

# An excerpt from above in order of their number in mcGAS MS inh, high to low:
mcGAS MS inh | structure
98.2* | CCOCCOC(=O)C1=C(C)N(CC)C(=O)NC1c1ccc([N+](=O)[O-])cc1 (centres undefined)
-3.5 | O=C(CC1C(=O)NCCN1Cc1ccccc1)NCCN1CCCCC1=O (centres undefined)
-5.5 | COc1cccc(CSc2nnc(C)n2C2CCCCC2)c1
-14.3 | Cc1nn(C(C)C)c(C)c1-c1c(-c2ccccc2)ncn1Cc1cccnc1

# Further compounds follow.
mcGAS MS inh | structure
-10.6 | CCn1c(C)c(C)n2c3c(=O)n(CC(C)=O)c(=O)n(C)c3nc12
-6.0 | CC1CN(C2CCCCC2)CCC1=O (centres undefined)
-3.8 | O=C(NC1CC1)C1CCN(c2ccc(C(F)(F)F)cn2)CC1
2.7 | Cc1cc(C)c(OCCCCNCCO)c(C)c1
-13.3 | C=CCn1nnc(NC(=O)c2ccccc2)n1
-7.0 | COc1ccc(S(=O)(=O)NCCCN(C)C)cc1OC
-15.1 | Cc1cc(C)cc(NC(=O)CSc2ccc(-c3sc(-c4cccnc4)nc3C)nn2)c1
19.0 | Brc1cc2[nH]cnc2c2ccccc12
-8.2 | CSCC(=O)NCC(c1ccc(F)cc1)N(C)C(=O)CSC (centres undefined)
-8.8 | CC(=O)Nc1nc(Cn2ccc(=O)c3sccc32)cs1
1.2 | N#CCSc1nnnn1-c1ccc(O)cc1
1.1 | NC(=O)C[n+]1ccc(SCC(=O)O)cc1
-13.5 | CSC1CCC(N(C)C(=O)c2ccc(N3CCC(O)CC3)cc2)C1 (centres undefined)
0.8 | O=C(O)c1ccccc1C1CCN(C(=O)c2ccc(-n3cnnc3)cc2)C1 (centres undefined)
-14.2 | Oc1ccc(-c2cccc(-n3cnnc3)c2)cc1

# Two of these compounds in another layout:
CC(=O)Nc1nc(Cn2ccc(=O)c3sccc32)cs1
  mcGAS MS inh: -8.8

N#CCSc1nnnn1-c1ccc(O)cc1
  mcGAS MS inh: 1.2

# Additional records follow.
mcGAS MS inh | structure
8.1 | CC(C)Cc1nc2sc3c(NCCCO)ncnc3c2c2c1COC(C)(C)C2
-9.6 | CC1(C(=O)Nc2cnc3ccccc3c2)CCN1Cc1cc2ccccc2o1 (centres undefined)
-13.2 | COc1cc(C(=O)N2CCC3(CCNC(=O)CC3)CC2)ccn1
-0.2 | COC(=O)C1C(=O)CSC1=Nc1ccccc1F (centres undefined)
-10.3 | CC1(C)Cc2cc(CN3CCN(c4cncc(C(N)=O)n4)CC3)ccc2O1
-10.5 | CN(C(=O)c1ccc(OC(F)F)cc1)c1nc2ccccc2s1
-7.5 | CC(=O)OCC(OC(C)=O)C(OC(C)=O)C(OC(C)=O)C(OC(C)=O)C(COC(C)=O)OC(C)=O (centres undefined)
-2.5 | COc1cccc(NC(=O)Cn2cnc3c(nnn3C)c2=O)c1
-10.9 | CC(C)c1nc(CS(C)(=O)=O)n(-c2cccc3cccnc23)n1
3.1 | O=C(CCNCC1(c2cccc(F)c2)CCOCC1)Nc1cccnc1
-6.9 | CC(CNC(=O)N(C)CCS(C)(=O)=O)c1ccc(F)c(F)c1 (centres undefined)
-2.2 | O=[N+]([O-])c1ccc(C=NNc2ccc(C(F)(F)F)cc2[N+](=O)[O-])o1
6.1 | CC(C)C(NC(=O)CSc1nnc(N)n1C1CC1)c1cccs1 (centres undefined)
-14.1 | Cc1cc(C)c(CN2CCOC(CN)C2)c(-n2cccn2)c1 (centres undefined)
-41.0 | CCN(C(=O)c1csc(SC)n1)C(C)CO (centres undefined)
-1.2 | C[C@@H]1CN(c2ccnc(C(=O)NCCc3ccccc3Cl)c2)C[C@H](C)O1
-8.0 | COCCNC(=O)CCC1CCN(C(=O)Nc2ccc(Cl)cc2C)CC1
-8.1 | Cc1cc(C(=O)N2CCN(C)CC2C)c2[nH]ncc2c1 (centres undefined)
21.2 | COc1ccc(OC)c(-c2csc(N)n2)c1
-5.2 | Cc1cccc(-c2noc(-c3ccc(S(=O)(=O)NCc4ccccc4)o3)n2)c1
8.1 | O=C(CNC(=O)C1COc2ccccc2O1)N=Nc1c(O)[nH]c2ccc([N+](=O)[O-])cc12 (centres undefined)
1.4 | O=C(COc1cccc(C(F)(F)F)c1)NCCOc1cc(N2CCCCC2)ncn1
-30.3 | CC(=O)Nc1ccc(CNC(=O)CN2CCC[C@H]2CN2CCCC2)cc1
-6.3 | CSc1nc(C(=O)N(C)C2CCCN(C3Cc4ccccc4C3)C2)cs1 (centres undefined)
-6.0 | CC(C)NC(=O)c1nnc2n1CCN(C(=O)c1ccc(Oc3ccccn3)cc1)C2
-13.0 | Cc1ccc(S(=O)(=O)N2CCOC23CCN(C(=O)C(=O)Nc2ccccc2F)CC3)cc1
-0.1 | CN(C1CCCCC1)S(=O)(=O)c1ccc(N)cc1
-16.8 | CCCC(C)N(C)Cc1nnc(-c2ccc(Br)s2)o1 (centres undefined)
-23.0 | CC(C)CN1CCCC(CNC(=O)c2cc(=O)c3ccccc3o2)C1 (centres undefined)
-2.4 | COCCn1c(O)c(C(C)=NCC(C)(C)N2CCOCC2)c(=O)[nH]c1=S
7.7 | CC(C)c1nn(CN2CCCCC2C2OCCO2)c(=S)o1 (centres undefined)
